KDM5B inhibitor: blocks human KDM5B histone demethylase activity; Potency, µM (highest dose often 57.7 µM), inactives show at the highest dose activity change, negative = inhibition, most hits filed as inhibitors; Q9UGL1; actives 2.6% (n = 220,000); KDM5B demethylase, FDH-coupled NADH fluorescence (FDH is formaldehyde dehydrogenase); active = well fitted inhibition curve with a large enough effect; inconclusive = small, poorly fitted or top-dose-only effect; inactive = no such curve, though single readings can be large or run the other way; also: 0% is about no effect; nearly all actives have a fitted effect of over 70% in size
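Coupled FDH/NAD⁺ fluorescence readout. KDM5BΔAP 200 nM final; compound titration, 10 min RT preincubation; substrate mix 12.5 µM H3K4me3, 25 µM 2-OG, 50 µM Fe(II), 100 µM ascorbate, 0.25 mM NAD⁺, 0.25 U/mL FDH; ΔRFU over 30 min.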
Numbers without * were called inactive; [ ] = dose if it differs, or a comment. Potency is read from the fitted curve at half-maximal effect. The list is partial; the hit share may differ from the screen's.

Results for Cc1ccc(CCNC(=O)c2cn(C)c3ccc(S(=O)(=O)N(C)C4CCCCC4)cc3c2=O)cc1 ?
KDM5B inhibitor: -9%

What do the screens show for `Cc1cc(-c2ccc(C)c(S(=O)(=O)NC(c3cccs3)C(C)C)c2)on1` (stereo unspecified)?
KDM5B inhibitor: -46%

What do the screens show for `CCc1c(C)sc(NC(=O)C(c2ccccc2)c2ccccc2)c1C#N`?
KDM5B inhibitor: inconclusive

Results for COc1cc(C2CC(=O)Nc3c2ncn3-c2ccccc2Br)ccc1O (stereo unspecified) ?
KDM5B inhibitor: inconclusive

How did COc1cc(C(=O)N/N=C/c2cn(Cc3cccc(F)c3)c3ccccc23)ccc1O do in these assays?
KDM5B inhibitor: inconclusive

How did O=C(Cc1c[nH]c2ccccc12)NC1CCN(CC2CCCC2)CC1 do in these assays?
KDM5B inhibitor: -19%

Results for O=C(CCC1CCN(C(=O)[C@H]2C[C@@H]3C=C[C@H]2C3)CC1)N1CCC(Cc2ccccc2)CC1 ?
KDM5B inhibitor: -18%

Results for O=[N+]([O-])c1ccc(S(=O)(=O)N2CCn3cccc3C2c2ccccc2F)cc1 (stereo unspecified) ?
KDM5B inhibitor: inconclusive

What do the screens show for `O=C1CSc2ccc(S(=O)(=O)NC3CCCCC3)cc2N1`?
KDM5B inhibitor: 6%

Results for CC(C)Cn1cnc2c1c(=O)n(CC(=O)NCCc1ccc(F)cc1)c(=O)n2Cc1ccccc1 ?
KDM5B inhibitor: 0%

How did O=C1CCCCC(C(=O)N2CCc3ccccc32)N1 (stereo unspecified) do in these assays?
KDM5B inhibitor: -6%

How did CCCNC(=O)c1ccc2c(c1)ncn2-c1ccc(OCc2ccccc2)cc1 do in these assays?
KDM5B inhibitor: 1%

Continued, starting with the last 7 of the part before.
How did O=C(Cc1c[nH]c2ccccc12)NC1CCN(CC2CCCC2)CC1 do in these assays?
KDM5B inhibitor: -19%

Results for O=C(CCC1CCN(C(=O)[C@H]2C[C@@H]3C=C[C@H]2C3)CC1)N1CCC(Cc2ccccc2)CC1 ?
KDM5B inhibitor: -18%

Results for O=[N+]([O-])c1ccc(S(=O)(=O)N2CCn3cccc3C2c2ccccc2F)cc1 (stereo unspecified) ?
KDM5B inhibitor: inconclusive

What do the screens show for `O=C1CSc2ccc(S(=O)(=O)NC3CCCCC3)cc2N1`?
KDM5B inhibitor: 6%

Results for CC(C)Cn1cnc2c1c(=O)n(CC(=O)NCCc1ccc(F)cc1)c(=O)n2Cc1ccccc1 ?
KDM5B inhibitor: 0%

How did O=C1CCCCC(C(=O)N2CCc3ccccc32)N1 (stereo unspecified) do in these assays?
KDM5B inhibitor: -6%

How did CCCNC(=O)c1ccc2c(c1)ncn2-c1ccc(OCc2ccccc2)cc1 do in these assays?
KDM5B inhibitor: 1%

Results for Cn1cc(CN2C[C@H](C(=O)Nc3nccs3)C[C@@H]2c2cccc(C(F)(F)F)c2)cn1 ?
KDM5B inhibitor: -15%[86.2 µM]

How did COC(=O)CNC(=O)N1CCC(Oc2ncccc2C(=O)N2CCCCC2)C1 (stereo unspecified) do in these assays?
KDM5B inhibitor: -17%

What do the screens show for `CCOc1c(Br)cc(/C=C/C(=O)c2ccc(OC)c(OC)c2)cc1OC`?
KDM5B inhibitor: inconclusive

How did Cc1ccc(Cl)cc1NS(=O)(=O)c1ccc2c(c1)NC(=O)CCS2 do in these assays?
KDM5B inhibitor: -23%

Results for O=C(O)C[C@@H]1CCN(C(=O)N2CCOCC2)C[C@@H]1CCN1CCN(c2cccc(C(F)(F)F)c2)CC1 ?
KDM5B inhibitor: -17%

Results for Cc1cnc(C(=O)N[C@@H]2CCC[C@@H]2C(=O)NCCC2=CCCCC2)cn1 ?
KDM5B inhibitor: -14%

Results for CC(C)CCN1C(=O)CC[C@]2(C(=O)N(C)Cc3ccccc3)CCCC[C@@H]12 ?
KDM5B inhibitor: -18%

Results for Cc1ccccc1-c1nc2scc(CCNS(=O)(=O)c3ccccc3)n2n1 ?
KDM5B inhibitor: -16%

Results for O=C(NCc1ccncc1)c1nc2c(o1)CCN(CCCc1ccccc1)CC2 ?
KDM5B inhibitor: -14%[86.2 µM]

Results for N/C(=N\OC(=O)CCn1cccc(C(F)(F)F)c1=O)c1ccc(OC(F)(F)F)cc1 ?
KDM5B inhibitor: -1%

What do the screens show for `Cc1noc(C)c1-c1cc2cc(CN3CCN(C)CC3)oc2c(NC2CCN(C)CC2)n1`?
KDM5B inhibitor: -32%[86.2 µM]

Results for COc1ccc(-n2nc(C)c3c2NC(=O)CC3c2ccc(O)cc2)cc1 (stereo unspecified) ?
KDM5B inhibitor: -10%

4 entries picked at random from those above:
How did Cc1ccc(Cl)cc1NS(=O)(=O)c1ccc2c(c1)NC(=O)CCS2 do in these assays?
KDM5B inhibitor: -23%

How did COC(=O)CNC(=O)N1CCC(Oc2ncccc2C(=O)N2CCCCC2)C1 (stereo unspecified) do in these assays?
KDM5B inhibitor: -17%

Results for Cn1cc(CN2C[C@H](C(=O)Nc3nccs3)C[C@@H]2c2cccc(C(F)(F)F)c2)cn1 ?
KDM5B inhibitor: -15%[86.2 µM]

Results for CC(C)CCN1C(=O)CC[C@]2(C(=O)N(C)Cc3ccccc3)CCCC[C@@H]12 ?
KDM5B inhibitor: -18%

Further records.
How did CCn1nccc1C(=O)N1CCCCCNC(=O)[C@H]2C[C@H](C(=O)N3CCc4ccccc4C3)C[C@H]21 do in these assays?
KDM5B inhibitor: 5%

Results for Cc1[nH]c2ccccc2c1C(c1ccc(F)cc1)c1c(C)[nH]c2ccccc12 ?
KDM5B inhibitor: inconclusive

What do the screens show for `O=C(CSc1cccc[n+]1[O-])NC1CCCCC1`?
KDM5B inhibitor: 18%

Results for Nc1ccc2c(c1)C(=O)NC2 ?
KDM5B inhibitor: inconclusive

Results for O=C(c1ccc(C(F)(F)F)cc1)N1CCC2(CN[S+](=O)([O-])c3ccccc3N2)C1 (stereo unspecified) ?
KDM5B inhibitor: 6%

Results for COc1ccc(C(=O)N2CCCC(n3cc(-c4nc(C5CC5)no4)nn3)C2)cc1F (stereo unspecified) ?
KDM5B inhibitor: 0%

What do the screens show for `COc1ccc(C2Cn3cnc(C(=O)N4CCC(C(=O)Nc5ccc(F)c(F)c5)CC4)c3CO2)cc1` (stereo unspecified)?
KDM5B inhibitor: 12%

How did CC(C)(C)NC(=O)C(F)(F)C(F)(F)C(=O)NC(C)(C)C do in these assays?
KDM5B inhibitor: 16%

How did COc1ccccc1CNC(=O)c1cccn1-c1nnc(N2CCCC2)s1 do in these assays?
KDM5B inhibitor: -28%

What do the screens show for `COc1ccc(-n2nc(C(=O)Nc3cccc(C(F)(F)F)c3)c3c4ccccc4n(C)c3c2=O)cc1`?
KDM5B inhibitor: -3%

Results for COC(=O)C1(NC(=O)NC2CCCCC2)CCCCC1 ?
KDM5B inhibitor: 0%

What do the screens show for `CCC(C)(C)c1cc(O)c(C(C)(C)CC)cc1O`?
KDM5B inhibitor: inconclusive

Results for CC(=O)c1ccc(NC(=O)c2cc(S(=O)(=O)N3CCOCC3)ccc2C)cc1 ?
KDM5B inhibitor: -33%

Results for COCc1ccc2c(c1)c(OC(C)(C)C(=O)N1CCOCC1)nn2Cc1cccc(OC)c1 ?
KDM5B inhibitor: inconclusive

Results for COc1cc(C(=O)N2CCC(CC(=O)NCCN(C)C)CC2)cc(OC)c1OC ?
KDM5B inhibitor: 12%

How did Cn1cc(-c2cc3n(n2)CCC(=O)N3CC(=O)NC2CCCCC2)c2ccccc21 do in these assays?
KDM5B inhibitor: -4%

What do the screens show for `CC(NC(=O)C1CCN(C(=O)c2cccc3ccccc23)CC1)c1ccc(F)c(F)c1` (stereo unspecified)?
KDM5B inhibitor: 5%

How did O=S(=O)(c1cccc(F)c1)N1CCc2sccc2C1c1ccc(OC(F)(F)F)cc1 (stereo unspecified) do in these assays?
KDM5B inhibitor: -24%

What do the screens show for `CC(NC(=O)/C=C/c1ccc(Br)cc1)C1CC2CCC1C2` (stereo unspecified)?
KDM5B inhibitor: 24%

What do the screens show for `O=C(N/N=C/c1[nH]c2ccccc2c1Cl)c1cccc(Br)c1`?
KDM5B inhibitor: -26%

What do the screens show for `CCCN(CCC)C(=O)c1c[nH]c2ccc(S(=O)(=O)N(C)c3ccc(Cl)cc3)cc2c1=O`?
KDM5B inhibitor: 0%

Results for O=C(CCC1N=C2c3ccccc3N=C(SCc3cccc(F)c3)N2C1=O)NC1CCCCC1 (stereo unspecified) ?
KDM5B inhibitor: -10%

Results for CCSc1nc2c(c(=O)n(Cc3ccccc3Cl)c(=O)n2C)n1C ?
KDM5B inhibitor: inconclusive

What do the screens show for `O=[S+]1([O-])NC2(CCCN(Cc3ccc(OC(F)(F)F)cc3)C2)CNc2ccccc21` (stereo unspecified)?
KDM5B inhibitor: -20%

What do the screens show for `CC(/C=C/c1ccc(F)cc1)=C\C(=O)O`?
KDM5B inhibitor: -3%

Results for CN(C)c1ccc(CN2CCOC[C@H]2c2ncc(-c3cccc(Cl)c3)[nH]2)cc1 ?
KDM5B inhibitor: inconclusive

What do the screens show for `O=C(c1ccccc1OCC1CCCN(CC2=Cc3ccccc3OC2)C1)N1CCCCC1` (stereo unspecified)?
KDM5B inhibitor: 5%

Results for N#Cc1c(NC(=O)CSc2ncnc3ccccc23)sc2c1CCC2 ?
KDM5B inhibitor: 13%

What do the screens show for `CCN(CC)c1cc(C)c2cc(NC(=O)c3cccc(F)c3)ccc2n1`?
KDM5B inhibitor: -22%

Results for COc1ccccc1N1CCN(C(=O)CCc2nnc3n(C)c(=O)c4sccc4n23)CC1 ?
KDM5B inhibitor: -14%

What do the screens show for `O=C(O)CCN1CCCCC1`?
KDM5B inhibitor: 3%

How did CCNC(=O)NC(=O)C(C)Sc1nnc(-c2cccc(C)c2)n1C (stereo unspecified) do in these assays?
KDM5B inhibitor: 12%

How did O=C(Cn1c(=O)n(Cc2ccccc2)c(=O)c2sc3ccccc3c21)Nc1ccccc1F do in these assays?
KDM5B inhibitor: inconclusive

How did CCCNC(=O)C1CCN(C(=O)c2ccc(C(F)(F)F)cc2)CC1 do in these assays?
KDM5B inhibitor: 28%

Results for O=C(CN1CC2CC(C1)[C@H]1CCCC(=O)N1C2)N1CCN(c2ccccn2)CC1 (stereo partly specified) ?
KDM5B inhibitor: inconclusive

Results for CCc1cccc(NC(=O)COc2cc(=O)n(CC)c3ccccc23)c1 ?
KDM5B inhibitor: inconclusive

Results for COc1ccc2cc(C(=O)NCC3CCC3)c(C)nc2c1 ?
KDM5B inhibitor: inconclusive

Results for O=C(c1ccc2cccc(F)c2n1)N1CCOc2ccc(Cl)cc2C1 ?
KDM5B inhibitor: 0%

Results for CC(=O)Nc1c(C)noc1/C=C\c1ccc(C)c(S(=O)(=O)Nc2cccc(C)c2C)c1 ?
KDM5B inhibitor: inconclusive

How did CC(C)Cc1nnc(NC(=O)C2CC(=O)N(c3n[nH]c4cccc(F)c34)C2)s1 (stereo unspecified) do in these assays?
KDM5B inhibitor: 41%[activator]

How did Cc1ccc(-c2cn3c(n2)CO[C@@H](CNS(=O)(=O)c2cccs2)C3)cc1 do in these assays?
KDM5B inhibitor: inconclusive

What do the screens show for `Cc1ccc(/C(O)=C2\C(=O)C(=O)NC2c2cccc(F)c2)cc1` (stereo unspecified)?
KDM5B inhibitor: -12%

How did CCOc1ccccc1N(CC(=O)NCC1CCCO1)C(=O)CCC(=O)Nc1cc(C)on1 (stereo unspecified) do in these assays?
KDM5B inhibitor: inconclusive

What do the screens show for `O=C(NC1CCN(Cc2ccccc2)CC1)c1ccc(Cn2c(=O)c3ccccc3n(Cc3ccc(F)cc3)c2=O)cc1`?
KDM5B inhibitor: -1%

How did Cc1ccc(NC(=O)Cn2cc3c(n2)CCC(C)C3)cc1C (stereo unspecified) do in these assays?
KDM5B inhibitor: -20%

How did O=C(COc1ccc(Cl)cc1Cl)OCC(=O)c1ccc[nH]1 do in these assays?
KDM5B inhibitor: -9%

How did Cc1ccc(Cn2c(Sc3ccccc3)nc3c2c(=O)[nH]c(=O)n3C)cc1 do in these assays?
KDM5B inhibitor: 11%

Results for N#Cc1c(/N=C/c2cccc(Br)c2)sc2c1CCCC2 ?
KDM5B inhibitor: 3%

What do the screens show for `CN1C(=O)C(CC(=O)N2CCCC2)=C2CCCCC21` (stereo unspecified)?
KDM5B inhibitor: -12%

What do the screens show for `CCNC(=O)NC[C@@H]1C=C(C)[C@H](Cc2nnc(-c3cncn3C)o2)C[C@H]1C(C)C`?
KDM5B inhibitor: inconclusive

What do the screens show for `CC1(c2ccccc2)N(Cc2ccc(O)cc2)C(=O)OC12CCN(C(=O)C1CCC1)CC2` (stereo unspecified)?
KDM5B inhibitor: -25%[86.2 µM]

What do the screens show for `CC(NC(=O)CCc1ccc(C#N)cc1)c1cccs1` (stereo unspecified)?
KDM5B inhibitor: 19%

What do the screens show for `Cc1ccc(C2c3c(-c4cc(C)cc(C)c4O)n[nH]c3C(=O)N2CCCO)cc1` (stereo unspecified)?
KDM5B inhibitor: 7%

What do the screens show for `CCC(CO)Nc1ccc(-c2nn(C)c(=O)c3ccccc23)cc1[N+](=O)[O-]` (stereo unspecified)?
KDM5B inhibitor: 5%

What do the screens show for `O=C(NCc1ccc2c(c1)OCCO2)N1CCN(S(=O)(=O)c2c(Cl)cccc2Cl)CC1`?
KDM5B inhibitor: 8%

Results for CCc1nnc(NC(=O)C2CC(=O)N(c3n[nH]c4cc(Br)ccc34)C2)s1 (stereo unspecified) ?
KDM5B inhibitor: -15%

Results for COc1ccc(-c2cc(N3CCCN(C(=O)c4ccccn4)CC3)n[nH]2)cc1 ?
KDM5B inhibitor: inconclusive

How did CC(C)c1nc2nccc(-c3ccc4c(c3)OCCCO4)n2n1 do in these assays?
KDM5B inhibitor: 22µM*

How did COc1nc(C(=O)NCCCN2CCCC2=O)cc2ccccc12 do in these assays?
KDM5B inhibitor: -16%

What do the screens show for `CC(C)C(=O)N1CC[C@H]2COC(=O)N2c2cc(F)ccc2C1`?
KDM5B inhibitor: -5%[86.2 µM]

Compound activity from PubChem BioAssay.
